# MCF10A rereplic – DNA re-replication induction in MCF 10a cells | MCF 10A DNA re-replication, Hoechst nuclear intensity, 48 h | 2.9% of 350,000 active | Potency, µM (series often up to 46.1 µM), for the others: at the top dose activity, positive = re-replication, actives largely listed as activators | AID 624296; note: potency is the fitted concentration of half-maximal effect; % of control where 0% means no effect; nearly all actives have a fitted effect of over 50% in size
# HT1080NT lethal – kills 2HG-producing HT-1080-NT fibrosarcoma cells; Potency, µM (doses to about 46.1 µM), for the others: at the top dose activity, negative = less viability, hits mostly cytotoxic; AID 686970; HT-1080-NT fibrosarcoma viability, CellTiter-Glo ATP luminescence, 48 h; 1.6% of 360,000 active;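 note: NT is the 2HG producing partner of a matched IDH1 knockdown line; potency is the fitted concentration of half-maximal effect; 0% = DMSO-treated cells and -100% = media-only wells without cells; nearly all actives have a fitted effect of over 55% in size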
#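 HT-1080-NT; 750 cells/well; 5% FBS RPMI; 48 h compound, 37 degrees C; CellTiter-Glo luminescence; curve fitting and curve-class assignment.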
# IL-1B inflam inh – inflammasome signaling inhibition, IL-1 beta readout; THP-1 LPS/ATP IL-1B secretion, AlphaLISA, 16 h; hits give low values; activity change, % at 57.5 µM; 4.7% of 360,000 active; AID 743279; in the data active = activity change below about -50%; inconclusive = mostly about -30% to -49%; note: % is set by controls: 0 for no effect and ±100 for the full control effect
#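 THP-1 cells pretreated 1 hr with compounds (up to 57.5 uM final), then stimulated with LPS (250 ng/mL final) plus ATP (1.25 mM final); secreted IL-1B measured by AlphaLISA after 16 hr, decreased signal indicating inhibition.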
# SW480 rerep – inducers of DNA re-replication in SW480 colon cancer cells. Potency, µM (titrated, usually from 46.1 µM), inactives show at the top dose re-replication activation, actives largely listed as activators. AID 624297. 1.8% of 340,000 active. SW480 DNA re-replication, Hoechst DNA content imaging, 48 h; note: potency is the fitted concentration of half-maximal effect; % of control where 0% means no effect; nearly all actives have a fitted effect of over 55% in size
#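 Image-based DNA-content assay: after two days of treatment, nuclei were labelled with the DNA dye Hoechst and imaged, and hits were compounds raising the count of nuclei showing high fluorescence intensity.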
# WRN helicase inh – inhibitors of human WRN helicase; Q14191; WRN helicase unwinding, fluorescent forked duplex, kinetic; Potency, µM (top dose mostly 114 µM), for inactives: at the highest dose activity change, negative = inhibition, most hits filed as inhibitors; 0.46% of 360,000 active; note: potency is the fitted concentration of half-maximal effect; % is set by controls: 0 for no effect and ±100 for the full control effect; nearly all actives have a fitted effect of over 55% in size
#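 WRN at 20 nM final was preincubated with compound for 15 min at room temperature; reaction started with 100 nM forked duplex oligonucleotide carrying fluorophore and quencher plus 2 mM ATP (final). Unwinding followed kinetically by red fluorescence (ex 525/em 598 nm).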
# HT1080 IDH1KD tx – toxicity to HT-1080 IDH1 knockdown cells (counter line). HT-1080 IDH1 knockdown viability, ATP luminescence, 48 h. Potency, µM (titrated, usually from 46.1 µM), without a hit: at the highest dose activity, negative = toxicity, actives largely listed as cytotoxic. 2% of 360,000 active;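 note: potency is the fitted concentration of half-maximal effect; 0% = DMSO wells and -100% = cell-free medium wells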
#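 After a 2 h attachment period, IDH1KD HT-1080 cells took pin-transferred compound for 48 h at 37 °C; ATP-based luminescence after 10 min room-temperature reagent incubation reported viability.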
# KB-V1 cytotox – kills drug-selected multidrug resistant KB-V1 cells; KB-V1 MDR cells viability, CellTiter-Glo, 72 h; Potency, µM (doses to about 46.1 µM), for the others: top-dose activity change, negative = cytotoxicity, hits mostly cytotoxic; 3.4% of 400,000 active; AID 1347076; note: potency is the fitted concentration of half-maximal effect; % is set by controls: 0 for no effect and ±100 for the full control effect; nearly all actives have a fitted effect of over 60% in size
#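 qHTS viability screen in drug-selected KB-V1 MDR cells: 72 h compound treatment at 37 degrees C, ATP luminescence end point.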
# KB-3-1 tox – KB-3-1 parental cell cytotoxicity; KB-3-1 viability, CellTiter-Glo ATP luminescence, 72 h; Potency, µM (top dose mostly 46.1 µM), without a hit: at the top dose activity change, negative = cytotoxic, actives largely listed as cytotoxic; 1.4% of 400,000 active; AID 1347075; note: potency is the fitted concentration of half-maximal effect; % is set by controls: 0 for no effect and ±100 for the full control effect; nearly all actives have a fitted effect of over 60% in size
#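 Cytotoxicity measured as CellTiter-Glo luminescence after 72 h at 37 C. Compound titrations were pinned onto drug-naive KB-3-1 parental adenocarcinoma cells grown in DMEM with 10% FBS, and normalized data fitted to concentration-response curves.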
# ATXN2 expr inh – reduces ATXN2 reporter expression in HEK-293 cells | Potency, µM (doses to about 57 µM), without a hit: at the highest dose activity change, negative = inhibition, usual class: inhibitors | 0.72% of 360,000 active | AID 1745845 | HEK-293 ATXN2-luciferase reporter, luminescence, 24 h; note: potency is the fitted concentration of half-maximal effect; % is set by controls: 0 for no effect and ±100 for the full control effect; nearly all actives have a fitted effect of over 55% in size
#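 qHTS (up to 57 uM final) was run with 24 h compound exposure of reporter cells at 37 °C. Each well was multiplexed: SteadyGlo luminescence measured ATXN2-luciferase expression after a fluorogenic Gly-Phe-AFC viability readout (25 uM final).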
# * hit, by the source's call; u = inconclusive; x = no result given; & = joins results of further samples; [ ] = dose if it differs, or a comment. Unless noted, calls come from the whole dose curve; as a rule, active = well fitted curve in the direction sought with a large enough effect; inconclusive = small, poorly fitted or top-dose-only effect, or another doubt; inactive = no such curve, though single readings can be large; an effect the other way counts as inactive or inconclusive.
1: CCCCC(=O)N(Cc1ccc(F)cc1)C1CCS(=O)(=O)C1 (centres undefined)
2: O=C(COC(=O)c1ccc(S(=O)(=O)N2CCOCC2)cc1)NC1CCCC1
3: CCN1CCN(C(=O)c2nn(-c3ccc(C)cc3)c(=O)c3c2c2ccccc2n3C)CC1
4: CN(C)C(=O)CSc1nnc(-c2ccco2)n1-c1ccccc1
5: CC(=O)Nc1cccc(NC(=O)/C=C/c2ccc(S(=O)(=O)N3CCOCC3)cc2)c1
6: CN1CCN(CC(=O)Nc2ccccc2[N+](=O)[O-])CC1

compound no.	1	2	3	4	5	6
MCF10A rereplic	-2%	-7%	-4%	5%	15%	8%
WRN helicase inh	-5%	0%	-4%	8%	-23%	-22%
HT1080NT lethal	-4%	11%	1%	1%	-6%	10%
KB-V1 cytotox	3%	1%	-12%	-10%	0%	1%
SW480 rerep	u	-9%	-1%	-2%	19%	-3%
IL-1B inflam inh	0	7	43	-26	u	6
KB-3-1 tox	1%	-2%	-2%	-2%	-16%	-2%
ATXN2 expr inh	x	3%	-3%	x	-4%	-9%
HT1080 IDH1KD tx	11%	-12%	-6%	-1%	-4%	12%

7: CC1CC(C)CN(c2ncc3c(n2)CC(c2ccc(Cl)cc2)CC3=O)C1 (centres undefined)
8: Clc1ccc(-c2cc(CN3CCOCC3)no2)cc1
9: C/C=C/C=C\C(=O)Nc1cccc(C2=NOC3(C2)C[C@@H](C(N)=O)N(C(=O)c2cc([N+](=O)[O-])cc([N+](=O)[O-])c2C)C3)c1 (some centres undefined)
10: CCN(CC)P(=O)(/C(Cl)=C\Nc1c(C)n(C)n(-c2ccccc2)c1=O)N(CC)CC
11: CCN(c1ccccc1)S(=O)(=O)c1ccc(C(=O)N(C)CCc2ccc(OC)c(OC)c2)cc1
12: COCC(C)n1c(C)cc(C(=O)COC(=O)c2c(C)nn(-c3ccccc3)c2C)c1C (centres undefined)

compound no.	7	8	9	10	11	12
MCF10A rereplic	0%	9%	-10%	2%	-15%	u
WRN helicase inh	-11%	1%	-8%	-2%	-4%[57.1 µM]	-3%
HT1080NT lethal	3%	7%	1%	13%	-14%	-1%
KB-V1 cytotox	-12%	12%	9%	0%	-5%	u
SW480 rerep	6%	-5%	-7%	0%	-8%	u
IL-1B inflam inh	-12	2	-15	27	-18	-56*
KB-3-1 tox	0%	0%	8%	-30%	-5%	-4%
ATXN2 expr inh	1%	-7%	6%	4%	1%	3%
HT1080 IDH1KD tx	1%	14%	-3%	7%	-1%	-3%

# IL-1B inflam inh, hit marks shown above.
cpd	SMILES	WRN helicase inh	SW480 rerep	IL-1B inflam inh
12	COCC(C)n1c(C)cc(C(=O)COC(=O)c2c(C)nn(-c3ccccc3)c2C)c1C (centres undefined)	-3%	u	-56*

# Three records drawn at random from the list so far:
9: C/C=C/C=C\C(=O)Nc1cccc(C2=NOC3(C2)C[C@@H](C(N)=O)N(C(=O)c2cc([N+](=O)[O-])cc([N+](=O)[O-])c2C)C3)c1 (some centres undefined)
8: Clc1ccc(-c2cc(CN3CCOCC3)no2)cc1
11: CCN(c1ccccc1)S(=O)(=O)c1ccc(C(=O)N(C)CCc2ccc(OC)c(OC)c2)cc1

compound no.	9	8	11
MCF10A rereplic	-10%	9%	-15%
WRN helicase inh	-8%	1%	-4%[57.1 µM]
HT1080NT lethal	1%	7%	-14%
KB-V1 cytotox	9%	12%	-5%
SW480 rerep	-7%	-5%	-8%
IL-1B inflam inh	-15	2	-18
KB-3-1 tox	8%	0%	-5%
ATXN2 expr inh	6%	-7%	1%
HT1080 IDH1KD tx	-3%	14%	-1%

# More records.
13: COc1ccc(S(=O)(=O)N(C)CC(=O)Nc2ccc(C(F)(F)F)cc2)cc1Cl
14: CCc1ccc(N(C(=O)Cn2nnc(-c3ccccc3)n2)C(C(=O)NC2CCCCC2)c2ccccn2)cc1 (centres undefined)
15: CC(C)C[C@H]1CNC(=S)N1C[C@H]1CCCN1C[C@H](Cc1ccc(O)cc1)N1C[C@H](CC(C)C)N(CC2CCCCCC2)C1=S
16: Cc1cccc(CCNC(=O)C2CCC(=O)N(Cc3ccccc3F)C2)n1 (centres undefined)
17: Cc1ccc(NC2=C(C(=O)c3ccccc3)N(C)S(=O)(=O)c3ccccc32)cc1
18: CC(=O)c1cc2c(cc1NC(=O)c1ccc(C)cc1)OCCO2

compound no.	13	14	15	16	17	18
MCF10A rereplic	-17%	3%	x	-3%	-11%	11%
WRN helicase inh	-2%	5%	-17%	-1%	3%	-15%
HT1080NT lethal	-4%	1%	u	5%	-1%	14%
KB-V1 cytotox	u	-8%	u	-1%	u	u
SW480 rerep	u	-2%	x	-1%	3%	0%
IL-1B inflam inh	-13	13	u	24	-22	28
KB-3-1 tox	-9%	-5%	u	-4%	-26%	0%
ATXN2 expr inh	-19%	4%	u	4%	-28%	8%
HT1080 IDH1KD tx	-9%	0%	u	20%	-14%	3%

19: Cc1ccc2cc3cc(C(=O)NCCCN4CCc5ccccc5C4)oc3nc2c1
20: COC(=O)c1ccccc1NC(=O)c1cc(OC)cc(OC)c1
21: O=C1NC[C@H](CCCCN2C[C@H](Cc3ccccc3)N(CCC3CCCCC3)C(=O)C2=O)N(CCC2CCCCC2)C1=O
22: O=C(O)CCc1ccc(-c2cccs2)n1NC(=O)c1ccc(Cl)cc1
23: C=CCc1cc(/C=N/NC(=O)CSc2nnc(CCCc3ccc(OC)cc3)o2)cc(OC)c1O
24: Cc1cccc(OCc2nnc(SCC(=O)N3CCCC3)n2C)c1

compound no.	19	20	21	22	23	24
MCF10A rereplic	-4%[9.22 µM]	3%	x	-27%	11%	0%
WRN helicase inh	-15%	-7%	-4%	-35%	-2%	-1%
HT1080NT lethal	-25%	0%	-12%	-15%	-15%	0%
KB-V1 cytotox	0%	-9%	2%	15%	10%	-24%
SW480 rerep	1%	7%	x	3%	8%	-9%
IL-1B inflam inh	-26	-16	u	29	22	-10
KB-3-1 tox	-18%	5%	u	-12%	0%	13%
ATXN2 expr inh	3%	-20%	10%	-2%	-14%	0%
HT1080 IDH1KD tx	u	5%	3%	1%	-18%	10%

25: COc1cccc(O)c1CN1CCC(n2nccc2NC(=O)c2ccc3c(c2)OCO3)CC1
26: CN1CCC2(CC1)C1CN(C)CC=C1C(C#N)=C(N)C2(C#N)C#N (centres undefined)
27: O=C(Nc1cccc(Cl)c1)c1ccc(-n2cncn2)c([N+](=O)[O-])c1
28: COCCNC(=O)C1CCCN(C(=O)c2ccc3c(c2)C(C)(C)CCC3(C)C)CC1 (centres undefined)
29: O=C(NCCCN1CCC(Cc2ccccc2)CC1)c1ccc2nc(N3CCOCC3)sc2c1
30: COc1ccc(-n2nc(C(=O)NCc3ccco3)c3ccccc3c2=O)cc1

compound no.	25	26	27	28	29	30
MCF10A rereplic	3%	u	10%	x	27%	u
WRN helicase inh	-26%	-9%&2%	-2%	2%	-2%	4%
HT1080NT lethal	-1%	5%&0%	2%	-19%	u	u
KB-V1 cytotox	u	-7%&3%	-22%	3%	u	-1%
SW480 rerep	-3%	u	-18%	x	u	0%
IL-1B inflam inh	-1	3&23	-8	-5	u	14
KB-3-1 tox	3%	0%&5%	4%	0%	u	1%
ATXN2 expr inh	-5%	-7%&-2%	x	-7%	x	-20%
HT1080 IDH1KD tx	-12%	8%&1%	1%	0%	-5%	10µM*

# Quoted from the listing for reference:
24: Cc1cccc(OCc2nnc(SCC(=O)N3CCCC3)n2C)c1
25: COc1cccc(O)c1CN1CCC(n2nccc2NC(=O)c2ccc3c(c2)OCO3)CC1
26: CN1CCC2(CC1)C1CN(C)CC=C1C(C#N)=C(N)C2(C#N)C#N (centres undefined)
27: O=C(Nc1cccc(Cl)c1)c1ccc(-n2cncn2)c([N+](=O)[O-])c1
28: COCCNC(=O)C1CCCN(C(=O)c2ccc3c(c2)C(C)(C)CCC3(C)C)CC1 (centres undefined)

compound no.	24	25	26	27	28
MCF10A rereplic	0%	3%	u	10%	x
WRN helicase inh	-1%	-26%	-9%&2%	-2%	2%
HT1080NT lethal	0%	-1%	5%&0%	2%	-19%
KB-V1 cytotox	-24%	u	-7%&3%	-22%	3%
SW480 rerep	-9%	-3%	u	-18%	x
IL-1B inflam inh	-10	-1	3&23	-8	-5
KB-3-1 tox	13%	3%	0%&5%	4%	0%
ATXN2 expr inh	0%	-5%	-7%&-2%	x	-7%
HT1080 IDH1KD tx	10%	-12%	8%&1%	1%	0%

# The listing continues.
31: COc1ccc(NC(=O)CNC(=O)c2nn(-c3ccc(OC)c(OC)c3)c(=O)c3ccccc23)c(OC)c1
32: CC(=O)C1=C(c2ccccc2)NC(=O)NC1c1ccc2c(c1)OCO2 (centres undefined)
33: CCc1ccc(C(=O)CN2C(=O)NC(C)(c3ccc(C)cc3)C2=O)cc1 (centres undefined)
34: COc1cccc(C(C)NC(=O)Nc2cc(Cl)ccc2OC)c1 (centres undefined)
35: COc1ccc(Nc2nnc(Cc3ccncc3)c3ccccc23)c(OC)c1
36: CCCCN(CCCC)c1ncnc2nc[nH]c12

compound no.	31	32	33	34	35	36
MCF10A rereplic	-8%	u	-3%	-45%[inhibitor]	-7%	10%
WRN helicase inh	4%	-1%	-1%	-5%	-8%	6%
HT1080NT lethal	-11%	-3%	-1%	u	-1%	-12%
KB-V1 cytotox	0%	-10%	-8%	1%	20%	-5%
SW480 rerep	-8%	0%	-65%[inhibitor]	u	-12%	-12%
IL-1B inflam inh	17	-12	-3	21	-57*	9
KB-3-1 tox	14%	0%	-4%	0%	11%	-2%
ATXN2 expr inh	5%	-16%	x	-13%	-15%	x
HT1080 IDH1KD tx	9%	-12%	-1%	u	3%	-4%

# Assay outcomes as filed in PubChem BioAssay.
